OX1R antag-1 = human HCRTR1 antagonism; O43613; CHO/OX1R cells, Fluo-8 calcium fluorescence, orexin A; inhibition, % at 5 µM; 0.43% of 330,000 active; AID 434989;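 active = inhibition above its plate's threshold, mean inhibition of all tested compounds on the plate plus 3 SD, cut at about 37% in these data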;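 also: 0% = orexin A challenge wells and 100% = SB-334867-A antagonist wells; not every result past the cut was called active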
Target sequence (O43613 whole entry, looked up): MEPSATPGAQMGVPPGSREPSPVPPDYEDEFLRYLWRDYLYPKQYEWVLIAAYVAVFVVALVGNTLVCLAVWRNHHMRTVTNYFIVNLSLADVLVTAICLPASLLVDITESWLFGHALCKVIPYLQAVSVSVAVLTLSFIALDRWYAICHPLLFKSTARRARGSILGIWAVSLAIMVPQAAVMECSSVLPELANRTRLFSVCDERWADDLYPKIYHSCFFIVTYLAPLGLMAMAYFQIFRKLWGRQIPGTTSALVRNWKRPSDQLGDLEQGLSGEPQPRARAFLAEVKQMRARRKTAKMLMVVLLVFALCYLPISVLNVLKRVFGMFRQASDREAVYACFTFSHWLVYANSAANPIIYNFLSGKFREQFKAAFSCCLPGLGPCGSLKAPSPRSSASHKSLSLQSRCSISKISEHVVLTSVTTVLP
OX1R antag-2 = blocks the human orexin 1 receptor; O43613; inhibition, % at 6.6 µM; 1.8% of 330,000 active; OX1R-expressing cells, FRET antagonist read-out; AID 485270; in the data active = inhibition mostly above about 38%, no sharp cut-off; inactive = mostly below about 40%;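 also: 0% = agonist challenge alone and 100% = reference antagonist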
An asterisk follows results filed as active.

How did O=C(Nc1ccc(Br)cc1)C1C2C=CC3(O2)C1C(=O)N(CCN1CCOCC1)C3C(=O)NC1CCCCC1 (centres undefined) do in these assays?
OX1R antag-1: -16; OX1R antag-2: 0

Results for CCC(Oc1cc(Cl)ccc1Cl)C(=O)NNC(=O)CCC(=O)O (centres undefined) ?
OX1R antag-1: -4; OX1R antag-2: 16

What do the screens show for `O=c1oc2ccccc2cc1-c1ccc(O)cc1O`?
OX1R antag-1: 12; OX1R antag-2: 9

Results for COCCNC(=S)N/N=C(\C)c1cccc(C(F)(F)F)c1 ?
OX1R antag-1: -23; OX1R antag-2: 6

How did COC(=O)CCC(=O)OC1(C)C(=O)C2=CN(Cc3ccco3)C(c3ccc(OC)cc3)=CC2=C(Br)C1=O (centres undefined) do in these assays?
OX1R antag-1: -15; OX1R antag-2: 29

What do the screens show for `CCOc1ccc2nc(N(CCCN(C)C)C(=O)c3ccc4c(c3)CCCC4)sc2c1`?
OX1R antag-1: -16; OX1R antag-2: 16

How did O=C(NC1CCSc2ccccc21)c1ccc(Cl)c(S(=O)(=O)N2CCOCC2)c1 (centres undefined) do in these assays?
OX1R antag-1: -20; OX1R antag-2: 12

How did CN(C)S(=O)(=O)c1cccc(COc2ccccc2C(=O)Nc2ccccc2)c1 do in these assays?
OX1R antag-1: -3; OX1R antag-2: 26

Results for CCCc1cc2c(=O)c(-c3cscn3)c(C(=O)OCC)oc2cc1O ?
OX1R antag-1: -41; OX1R antag-2: 8

How did CCOc1ccc(Oc2cc(C)nc(SC)n2)nn1 do in these assays?
OX1R antag-1: -14; OX1R antag-2: 29

What do the screens show for `C[C@H](CO)N1C[C@H](C)[C@@H](CN(C)S(=O)(=O)c2ccc(F)cc2)Oc2ccc(NC(=O)CCC(F)(F)F)cc2C1=O`?
OX1R antag-1: 17; OX1R antag-2: 9

What do the screens show for `COc1ccc(C(=O)Cn2nc(CNc3ccc(Br)cc3)[n+]3c2CCCCC3)cc1`?
OX1R antag-1: -32; OX1R antag-2: 14

How did O=C(NCc1ccco1)C1CCC(N2C(=O)C3C4CCC(C4)C3C2=O)CC1 (centres undefined) do in these assays?
OX1R antag-1: -14; OX1R antag-2: 19

What do the screens show for `C=CCNc1oc(/C=C/c2ccccc2)nc1C#N`?
OX1R antag-1: -1; OX1R antag-2: 27

How did COC(=O)c1c(NC(=O)C2CC2)sc(C(=O)Nc2ccccc2)c1C do in these assays?
OX1R antag-1: -19; OX1R antag-2: 2

Results for COc1ccccc1C(O)P(=O)(OC1CCCCC1)OC1CCCCC1 (centres undefined) ?
OX1R antag-1: -15; OX1R antag-2: 5

What do the screens show for `CCS(=O)(=O)n1nc(-c2ccccc2)nc1SCc1ccccc1`?
OX1R antag-1: -11; OX1R antag-2: 22

How did Cc1cc(N2CCOCC2)c2c(N)cc(C)c(C)c2n1 do in these assays?
OX1R antag-1: -16; OX1R antag-2: 52

What do the screens show for `CC(C)OC(=O)/C(=C/c1cccnc1)NC(=O)c1ccccc1`?
OX1R antag-1: -7; OX1R antag-2: -1

What do the screens show for `O=C(NCc1ccco1)c1cc(-c2ccc(F)cc2)on1`?
OX1R antag-1: -18; OX1R antag-2: 8

How did COc1cc(NC(=O)c2ccco2)ccc1NC(=O)c1ccccc1Cl do in these assays?
OX1R antag-1: -21; OX1R antag-2: 38

How did O=C(Nn1cnnc1)c1ccc(Cl)c(Cl)c1 do in these assays?
OX1R antag-1: -19; OX1R antag-2: -11

Results for CCOC(=O)Cn1c(=O)oc2cc(S(=O)(=O)NCCc3ccc(OCC)c(OCC)c3)ccc21 ?
OX1R antag-1: -25; OX1R antag-2: 9

Results for O=C(Nc1cccc(C(F)(F)F)c1)/C(=C\c1ccco1)NC(=O)c1cccs1 ?
OX1R antag-1: 13; OX1R antag-2: 68

How did Cc1ccc(N(Cc2ccc(C(=O)NN=C3CCN(C)CC3)cc2)S(C)(=O)=O)cc1C do in these assays?
OX1R antag-1: -2; OX1R antag-2: 20

Results for Cc1ccc(Cn2nnc3c(=O)[nH]c(C4CCN(S(=O)(=O)c5ccccc5F)CC4)nc32)cc1 ?
OX1R antag-1: -29; OX1R antag-2: 4

How did Cc1ccc(S(=O)(=O)N2CCC(C(=O)NC3CCCC3)CC2)cc1Cl do in these assays?
OX1R antag-1: -28; OX1R antag-2: 11

What do the screens show for `Nc1c(-c2ccccc2)c(CN2CCOCC2)nn1-c1ccccc1`?
OX1R antag-1: -32; OX1R antag-2: 25

Results for COc1ccc(-n2ncc3c2CC(C)(C)CC3NC(=O)c2c(C)cc(=O)oc2C)cc1 (centres undefined) ?
OX1R antag-1: -16; OX1R antag-2: 14

Results for CC1CCCCC1NC(=O)CNC(=O)c1cccs1 (centres undefined) ?
OX1R antag-1: -6; OX1R antag-2: 6

3 structures from above, arranged by formula weight, high to low:
Results for Cc1ccc(Cn2nnc3c(=O)[nH]c(C4CCN(S(=O)(=O)c5ccccc5F)CC4)nc32)cc1 ?
OX1R antag-1: -29; OX1R antag-2: 4

Results for O=C(Nc1cccc(C(F)(F)F)c1)/C(=C\c1ccco1)NC(=O)c1cccs1 ?
OX1R antag-1: 13; OX1R antag-2: 68

What do the screens show for `CCS(=O)(=O)n1nc(-c2ccccc2)nc1SCc1ccccc1`?
OX1R antag-1: -11; OX1R antag-2: 22

Next section:
How did Cc1sc(-c2ccccn2)nc1OC(=O)c1ccc(F)cc1F do in these assays?
OX1R antag-1: -49; OX1R antag-2: 2

How did COc1ccc(C2C(C(=O)N3CCC(C)CC3)c3ccccc3C(=O)N2C)cc1 (centres undefined) do in these assays?
OX1R antag-1: -27; OX1R antag-2: 17

Results for C=CCNC(=O)c1ccc2c3n(nc2c1)-c1ccc(Cl)cc1CO3 ?
OX1R antag-1: -19; OX1R antag-2: 43

Results for CC(=O)c1ccc(NC(=O)Nc2ccncc2)cc1 ?
OX1R antag-1: -9; OX1R antag-2: 6

How did O=C(NNC(=O)C1CCCN(S(=O)(=O)c2cccc(F)c2)C1)C1CC1 (centres undefined) do in these assays?
OX1R antag-1: -8; OX1R antag-2: 9

How did O=c1cc2c(nn1Cc1ccccc1Cl)-c1ccccc1CC2 do in these assays?
OX1R antag-1: -21; OX1R antag-2: 12

Results for CC(=O)c1c(N2CCN(C(=O)c3ccco3)CC2)nc(=S)n(-c2ccccc2)c1C ?
OX1R antag-1: -9; OX1R antag-2: 8

What do the screens show for `COC(=O)CCC(=O)Nc1ccc(NC(C)=O)cc1`?
OX1R antag-1: -20; OX1R antag-2: 7

Results for Cc1cc(C)c(C)c(S(=O)(=O)N2CCSCC2)c1C ?
OX1R antag-1: -31; OX1R antag-2: 16

What do the screens show for `CCC(Cc1ccccc1)n1c(=S)[nH]c2ccccc2c1=O` (centres undefined)?
OX1R antag-1: -16; OX1R antag-2: 28

What do the screens show for `CCCc1cc(C(=O)Nc2cc(Cl)ccc2O)no1`?
OX1R antag-1: -5; OX1R antag-2: 22

Results for C=CCOC(=O)C1=C(C)N=C2SCCC(=O)N2C1c1cccs1 (centres undefined) ?
OX1R antag-1: -39; OX1R antag-2: 21

What do the screens show for `O=C(c1cccs1)N1CCN(c2cc(Cl)ccc2Cl)CC1`?
OX1R antag-1: -32; OX1R antag-2: 21

How did COc1cc2c(cc1OC)C(c1cc(OC)c(OC)cc1[N+](=O)[O-])N(C(C)=O)CC2 (centres undefined) do in these assays?
OX1R antag-1: -15; OX1R antag-2: 9

What do the screens show for `CCOC(=O)C1=C(C)NC(=O)NC1c1c(OC)ccc2ccccc12` (centres undefined)?
OX1R antag-1: -7; OX1R antag-2: 8

Already shown: an excerpt of the list.
How did O=C(Nc1ccc(Br)cc1)C1C2C=CC3(O2)C1C(=O)N(CCN1CCOCC1)C3C(=O)NC1CCCCC1 (centres undefined) do in these assays?
OX1R antag-1: -16; OX1R antag-2: 0

Results for CCC(Oc1cc(Cl)ccc1Cl)C(=O)NNC(=O)CCC(=O)O (centres undefined) ?
OX1R antag-1: -4; OX1R antag-2: 16

What do the screens show for `O=c1oc2ccccc2cc1-c1ccc(O)cc1O`?
OX1R antag-1: 12; OX1R antag-2: 9

Results for COCCNC(=S)N/N=C(\C)c1cccc(C(F)(F)F)c1 ?
OX1R antag-1: -23; OX1R antag-2: 6

How did COC(=O)CCC(=O)OC1(C)C(=O)C2=CN(Cc3ccco3)C(c3ccc(OC)cc3)=CC2=C(Br)C1=O (centres undefined) do in these assays?
OX1R antag-1: -15; OX1R antag-2: 29

Other compounds
How did CC1CC(C)CN(S(=O)(=O)c2ccc(C(C)(C)C)cc2)C1 (centres undefined) do in these assays?
OX1R antag-1: -15; OX1R antag-2: 10

How did O=C(O)c1csc(Cc2ccccc2)n1 do in these assays?
OX1R antag-1: -21; OX1R antag-2: 8

What do the screens show for `COc1cccc(C2=NOC(C(=O)Nc3cc(C)on3)C2)c1OC` (centres undefined)?
OX1R antag-1: -28; OX1R antag-2: 0

What do the screens show for `Cc1nc2c(c(=O)c3ccccc3n2C)c(=O)n1-c1ccc(F)cc1`?
OX1R antag-1: -9; OX1R antag-2: 31

What do the screens show for `Cc1nn(C)c(C)c1S(=O)(=O)N(CC(=O)NC1CCCCCC1)c1ccc(C(C)C)cc1`?
OX1R antag-1: -2; OX1R antag-2: 12

How did CCN(CC)c1ccc(/C=N/NC(=O)CNC(=O)/C=C/c2ccco2)cc1 do in these assays?
OX1R antag-1: -12; OX1R antag-2: 17

How did COc1cc(OC)cc(-c2oc(=O)c3cc(OC)c(OC)cc3c2C(F)(F)F)c1 do in these assays?
OX1R antag-1: -15; OX1R antag-2: 4

How did Cc1ccc(NC(=O)NCCN2C(=O)C3C4C=CC(C4)C3C2=O)cc1 (centres undefined) do in these assays?
OX1R antag-1: -5; OX1R antag-2: 10

How did COc1cc(C=O)ccc1OC(=O)N1CCOCC1 do in these assays?
OX1R antag-1: -6; OX1R antag-2: -4

What do the screens show for `COc1ccccc1-c1nnc(SCC(=O)NC2CCS(=O)(=O)C2)n1CCc1ccccc1` (centres undefined)?
OX1R antag-1: -4; OX1R antag-2: 19

What do the screens show for `CCCC(=O)Nc1cccc2c1CCCC2`?
OX1R antag-1: -12; OX1R antag-2: 7

What do the screens show for `CN(C)S(=O)(=O)c1cccc(NC(=O)C2Cc3ccccc3CN2C(=O)c2ccccc2)c1` (centres undefined)?
OX1R antag-1: -8; OX1R antag-2: 9

Results for COc1ccc(OC)c(C(=O)c2coc3ccc(O)c(CN(C)C)c23)c1 ?
OX1R antag-1: -10; OX1R antag-2: 17

Results for CC1CCN(S(=O)(=O)c2ccc3[nH]cc(C(=O)NCCN4CCOCC4)c(=O)c3c2)CC1 ?
OX1R antag-1: -8; OX1R antag-2: 29

Results for COc1ccc(OCCSc2nnnn2C2CCCCC2)cc1 ?
OX1R antag-1: -13; OX1R antag-2: 16

Results for Cc1ccc(S(=O)(=O)N2CCOCC2)cc1NC(=O)COC(=O)/C=C/c1ccco1 ?
OX1R antag-1: -22; OX1R antag-2: 21

How did COc1ccc(NC(=O)Cn2c(=O)sc3ccccc32)cc1 do in these assays?
OX1R antag-1: -14; OX1R antag-2: 16

How did C=CCOC(=O)C1=C[C@@H](c2ccc(C(F)(F)F)cc2)C[C@@H](OCCCCO)O1 do in these assays?
OX1R antag-1: -18; OX1R antag-2: 40

Results for CCOC(=O)C1=C(C)n2c(s/c(=C3\C(=O)Nc4ccccc43)c2=O)=NC1c1ccc(OC)cc1 (centres undefined) ?
OX1R antag-1: 1; OX1R antag-2: 6

Results for CCN1CCN(C(=O)Nc2ccccc2OC)CC1 ?
OX1R antag-1: 6; OX1R antag-2: 1

How did COC1CC(C)NC(=S)N1 (centres undefined) do in these assays?
OX1R antag-1: -5; OX1R antag-2: -1

What do the screens show for `Cc1cccc(N2C(=O)N3[C@H](c4ccc(F)cc4)[C@@H]4C(=O)N(C5CCCCC5)C(=O)[C@@H]4[C@]3(Cc3ccc(Cl)cc3)C2=O)c1`?
OX1R antag-1: -87; OX1R antag-2: 13

What do the screens show for `O=C(O)c1ccc(N2CCN(c3ccc(Cl)cc3)CC2)c([N+](=O)[O-])c1`?
OX1R antag-1: -26; OX1R antag-2: 2

What do the screens show for `COC(=O)C(=O)/C=C(\O)c1c(C)cc(C)cc1C`?
OX1R antag-1: 0; OX1R antag-2: 1

Results for Cc1[nH]nc(N)c1N=Nc1ccc(Br)cc1 ?
OX1R antag-1: 5; OX1R antag-2: 10

What do the screens show for `C=CC[C@H](CC(=O)N(CCO)Cc1ccccc1)C(=O)N[C@H](COC(=O)[C@H](CC=C)CC(=O)OC(C)(C)C)Cc1c[nH]c2ccccc12`?
OX1R antag-1: -7; OX1R antag-2: 13

How did CCC(c1nnnn1C1CCCC1)N1CCN(c2ccccc2)CC1 (centres undefined) do in these assays?
OX1R antag-1: -26; OX1R antag-2: 6

Results for O=Cc1ccccc1-n1cncn1 ?
OX1R antag-1: -3; OX1R antag-2: 3

What do the screens show for `O=c1cc(CN2CCN(CCO)CC2)c2cc3c(cc2o1)CCC3`?
OX1R antag-1: -4; OX1R antag-2: 9

How did NC(=O)c1nn(-c2ccccc2)nc1NC(=O)CN1CCOCC1 do in these assays?
OX1R antag-1: -4; OX1R antag-2: 6

What do the screens show for `O=C(Cc1ccc(-c2ccccc2)cc1)NCc1cccnc1`?
OX1R antag-1: 2; OX1R antag-2: 15

What do the screens show for `OCCC1CN(Cc2nc3ccccc3[nH]2)CCN1C1CCCC1` (centres undefined)?
OX1R antag-1: -2; OX1R antag-2: 7

Results for CCCn1c(N)c(C(=O)CSc2nnc3n2CCCCC3)c(=O)n(C)c1=O ?
OX1R antag-1: 0; OX1R antag-2: -2

Results for Cc1ccc(NC(=S)N2CCN(Cc3ccccc3)CC2)c(C)c1 ?
OX1R antag-1: 10; OX1R antag-2: 29

What do the screens show for `CC1(C)CC(NS(=O)(=O)c2ccccc2)CC(C)(C)N1`?
OX1R antag-1: 2; OX1R antag-2: 19

What do the screens show for `O=C1c2cccc3cccc(c23)C(=O)N1c1ccncc1`?
OX1R antag-1: -12; OX1R antag-2: 111*

How did COc1ccc(NC(=O)CSc2nnnn2C)c([N+](=O)[O-])c1 do in these assays?
OX1R antag-1: -16; OX1R antag-2: 117*

Assay outcomes deposited in PubChem by The Scripps Research Institute Molecular Screening Center.
